# Bioassay records as filed in PubChem.
# GSK3beta inhib = human GSK3beta kinase inhibition | P49841 | GST-GSK3beta kinase, ADP-Glo luminescence, 60 min; hits give low values | activity score (negative = inhibition), % at 10 µM | actives 0.038% (n = 300,000) | AID 2097;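 active = more than half of replicate wells score below -50%, meaning over 50% inhibition versus plate controls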;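 also: 0% = median DMSO wells and -100% = median GW8510 positive control wells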
#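 Test system: GST-fused GSK3beta enzyme, cell-free | Quantity: 1.6 ng GST-GSK3beta enzyme per well | Reagent: 25 µM ATP with peptide substrate | Schedule: 60 min enzyme reaction, room temperature | Signal: Luminescent ADP-Glo measurement of ADP formed | Read-out basis: Score relative to plate controls | Control set: DMSO and 20 µM GW8510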
# PolyA inh = blocks polyadenylation in yeast reporter cells. S. cerevisiae SKY197-pL101 polyadenylation reporter, beta-gal luminescence; efflux-impaired pdr1/pdr3 knockout yeast; score 100 = 6 SD above DMSO. calls only at 12 µM. actives 0.02% (n = 300,000). AID 1875;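 active = lowest replicate activity score at least 50, where 100 means six control SD above control mean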;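 also: yeast exposed to compound for 9 h at 30 °C; higher score means more reporter readthrough which indicates perturbed polyadenylation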
# KCNQ1 inh = blocks the human KCNQ1 potassium channel. AID 2642. B-score at 10 µM. actives 1.3% (n = 310,000). P51787. CHO-K1 KCNQ1, FluxOR thallium flux fluorescence; hits give high values;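 active = compounds whose thallium flux B-score, printed positive for inhibition, exceeds three library SD while starting fluorescence stays within three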;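 also: channel opened by potassium depolarization with thallium stimulus after 20 min compound exposure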
# GSK3 alpha inh = blocks human GSK-3 alpha kinase | ADP-Glo luminescence, 60 min | inhibition, % at 10 µM | actives 0.1% (n = 320,000);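 in the data active = inhibition above about 50%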;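 also: GST-tagged GSK-3 alpha with peptide substrate and 25 µM ATP; 0% = DMSO neutral wells and 100% = GW8510 positive control wells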
# hERG protect = hERG (human) protection from proarrhythmic block; CHO-hERG, FluxOR thallium flux, dofetilide IC70 present; Q12809; activation (rescue from dofetilide block), less the hit threshold, % at 10 µM; actives 0.51% (n = 310,000);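 active = activation above the mean of controls blocked by dofetilide plus 5 SD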;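 also: thallium influx through hERG after potassium depolarization seen as dye fluorescence rise; in these data hits start at about 4.7%; inactives centre near -7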
# KCNQ1 act = potentiates or activates the human KCNQ1 potassium channel; B-score at 10 µM; CHO-K1 KCNQ1, thallium flux FluxOR fluorescence; hits give high values; AID 2648; P51787; actives 0.35% (n = 310,000);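 active = fluorescence ratio B-score, a plate-corrected score, at least three library SD, with initial intensity B-score within 5 SD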
#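 System: CHO-K1 cells stably expressing KCNQ1 / Medium: assay buffer for compound exposure, DMSO matched across wells / Reagent: thallium- and potassium-containing depolarizing buffer / Compound: one concentration, matched DMSO / Incubation: 20 min compound pretreatment at room temperature / Measured by: kinetic FluxOR fluorescence, 10 s baseline plus 110 s post-stimulus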
# HDAC3 inh = inhibitors of human histone deacetylase 3. actives 0.15% (n = 320,000). inhibition, % at 8.3 µM. O15379. recombinant HDAC3, fluorogenic peptide/trypsin coupled, fluorescence. AID 2718; in the data active = inhibition above about 26%, passing the limit was not always enough
# Dyrk1A ADPGlo = Dyrk1A (rat) kinase inhibition. actives 0.43% (n = 310,000). Q63470. inhibition, % at 12.5 µM. ADP-Glo luminescence, NFATc1 peptide; in the data active = inhibition above about 50%;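 also: plate controls were vehicle with enzyme for no effect and no enzyme for full effect; many of its hits are not listed in these tables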
# KCNK9 block = human KCNK9 channel inhibition | B-score at 10 µM | HEK293 KCNK9, FluxOR thallium flux fluorescence; hits give low values | AID 488922 | Q9NPC2 | actives 1.2% (n = 310,000);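 active = ratio B-score over 3 SD below the library mean, with starting fluorescence within 5 SD of its mean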;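 also: negative B-score means less thallium flux so channel inhibition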
# Target sequence (Q9NPC2 whole entry, looked up): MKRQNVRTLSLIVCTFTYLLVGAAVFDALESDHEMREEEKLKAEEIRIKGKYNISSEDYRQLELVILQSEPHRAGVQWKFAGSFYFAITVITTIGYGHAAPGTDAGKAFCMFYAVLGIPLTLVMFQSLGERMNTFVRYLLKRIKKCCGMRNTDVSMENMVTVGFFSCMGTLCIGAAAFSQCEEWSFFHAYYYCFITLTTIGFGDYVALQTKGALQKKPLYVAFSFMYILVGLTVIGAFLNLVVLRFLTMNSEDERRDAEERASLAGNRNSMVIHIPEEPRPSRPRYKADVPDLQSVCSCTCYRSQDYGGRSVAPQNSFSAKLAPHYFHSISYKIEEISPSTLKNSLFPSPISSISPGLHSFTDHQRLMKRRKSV
# KCNK3 block = human KCNK3 channel inhibition, primary screen; O14649; CHO-KCNK3 thallium flux, FluxOR fluorescence; hits give low values; B-score at 10 µM; actives 0.84% (n = 340,000); AID 602410;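 active = B-score under library mean minus 4 SD, starting fluorescence ratio at most library mean plus 5 SD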;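 also: more negative B-score means stronger inhibition of thallium flux through KCNK3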
# Target sequence (O14649 whole entry, looked up): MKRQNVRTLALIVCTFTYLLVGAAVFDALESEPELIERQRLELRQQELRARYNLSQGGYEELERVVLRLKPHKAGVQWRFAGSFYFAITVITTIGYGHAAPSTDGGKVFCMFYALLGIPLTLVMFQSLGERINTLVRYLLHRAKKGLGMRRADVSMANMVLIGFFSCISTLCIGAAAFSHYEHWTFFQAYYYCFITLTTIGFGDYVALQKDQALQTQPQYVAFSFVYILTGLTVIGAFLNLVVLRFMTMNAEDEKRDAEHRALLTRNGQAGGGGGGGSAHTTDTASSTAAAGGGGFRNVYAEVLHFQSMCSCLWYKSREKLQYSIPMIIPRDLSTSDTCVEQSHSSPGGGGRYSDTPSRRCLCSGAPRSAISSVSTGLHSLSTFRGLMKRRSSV
# RGS4 act = RGS4 potentiation or activation | HEK293 M3R/inducible RGS4, carbachol calcium flux Fluo4; hits give low values | B-score at 10 µM | actives 0.92% (n = 310,000);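 active = B-score of the integrated calcium signal more than 4 SD below the library mean, with starting fluorescence not abnormally high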;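 also: negative B-score means reduced calcium response which marks RGS4 activation or potentiation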
#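 Detection: kinetic calcium fluorescence imaging with Fluo4-AM dye, 2 µM / Material: HEK293 cells with stable M3R and inducible RGS4 / Schedule: recording 10 s baseline at 1 Hz, 100 s post-agonist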
# * hit, by the source's call; i = inactive; x = no result given.
SMILES,GSK3beta inhib,PolyA inh,KCNQ1 inh,GSK3 alpha inh,hERG protect,KCNQ1 act,HDAC3 inh,Dyrk1A ADPGlo,KCNK9 block,KCNK3 block,RGS4 act
CCOc1ccc2nc(SC3CC(=O)N(c4cccc(OC)c4)C3=O)sc2c1 (stereo unspecified),-5,i,i,-1,-1,i,6,-1,i,i,i
Cc1cc(OCC(=O)N2CCCC2)cc(C)c1Cl,0,i,i,1,0,i,4,-1,i,i,i
CCN(CC(=O)Nc1cc(Cl)ccc1C)C(=O)c1oc2ccc(OC)cc2c1C,0,i,i,-2,-14,i,-4,x,i,i,i
CC(C)c1nc(NCc2ccccc2)c(C#N)c2c1CCCC2,2,i,i,1,-4,i,-1,-6,i,i,i
O=C1C(Cl)=C(N2CCOCC2)C(=O)N1c1cccc(C(F)(F)F)c1,-2,i,i,0,-6,i,-2,10,i,i,i
c1ccc2cc(CSCc3nc4ccccc4[nH]3)ccc2c1,14,i,i,1,-6,i,3,7,i,i,i
Cc1ccc(C)c(N2CCN(C(=O)CCS(=O)(=O)c3ccc4c(c3)CCN4C(=O)C3CC3)CC2)c1,4,i,i,-2,-7,i,-9,-1,i,i,i
O=c1cc(/N=C/c2coc3c(ccc4ccccc43)c2=O)[nH]c(=S)[nH]1,-1,i,i,0,-4,i,2,1,i,i,i
Cc1ccccc1NC(=S)N1CCC(NC(=O)c2ccco2)CC1,5,x,i,-7,-13,i,-2,-5,i,i,i
CCc1ccc(OCc2nnc(SCCN3CCOCC3)n2CC)cc1,1,i,i,-1,-7,i,5,6,i,i,i
Cc1ccc(OCc2nnc(SCC(=O)NCc3ccco3)n2C)cc1,2,i,i,1,-7,i,-3,6,i,i,i
Cc1cccc(NC(=O)Nc2cccc3ccccc23)c1,0,i,i,-5,-9,i,x,6,i,i,i
CCN(CC)CCN1C(=O)C2C3c4ccccc4C(c4ccccc43)C2C1=O (stereo unspecified),3,i,i,0,-8,i,3,2,i,i,i
CCOc1ccc(-c2nnc(-c3ccco3)o2)cc1,-1,i,i,1,1,i,-36,-2,i,i,i
Cc1ccc(/C=N/c2sc3c(c2C#N)CCCCC3)o1,-2,i,i,4,-10,i,1,9,i,i,i
CC(=O)N1CCOc2ccc(S(=O)(=O)Nc3cccc(C)n3)cc21,0,i,i,-2,-4,i,-8,-6,i,i,i
COc1ccc(C2CC(=O)N(CCCN(C)CCc3ccc(OC)c(OC)c3)C2)cc1 (stereo unspecified),2,i,i,6,-8,i,-3,-46,i,i,i
CC(=O)Nc1ccc(SCC(=O)c2cc(C)n(C)c2C)cc1,0,i,i,0,-13,i,2,19,i,i,i
CC(C)c1ccccc1NC(=O)C1CN(S(=O)(=O)c2ccccc2)CCN1S(=O)(=O)c1ccccc1 (stereo unspecified),-4,i,i,0,-13,i,-2,-6,i,i,i
O=C(CNC(=O)c1nc[nH]c1C(=O)N1CCN(c2ccccc2)CC1)OCc1ccccc1,0,i,i,-1,-11,i,4,2,i,i,i
Cc1ccc(N(C(=O)CS(=O)CC(=O)Nc2ccc(F)cc2)C(C(=O)NC2CCCCC2)c2ccco2)cc1 (stereo unspecified),1,i,i,-1,-5,i,1,-3,i,i,i
O=C1COc2ccc(C(=O)COc3ccc(Cl)cc3Br)cc2N1,3,i,i,-2,-11,i,3,x,i,i,i
Cc1ccc(-c2csc3nc[nH]c(=O)c23)cc1C,1,i,i,0,0,i,-5,1,i,i,i
COc1ccc(OC)c(-n2nnnc2SCC(=O)Nc2cc(C)ccc2OC)c1,-4,i,i,1,-4,i,-1,-2,i,i,i
CC(NC(=O)CCNS(=O)(=O)c1ccc2c(c1)c(=O)n(C)c(=O)n2C)c1ccccc1 (stereo unspecified),0,i,i,0,-6,i,0,3,i,i,i

# 10 entries out of the list, arranged by count of non-hydrogen atoms, falling:
SMILES,GSK3beta inhib,PolyA inh,KCNQ1 inh,GSK3 alpha inh,hERG protect,KCNQ1 act,HDAC3 inh,Dyrk1A ADPGlo,KCNK9 block,KCNK3 block,RGS4 act
Cc1ccc(N(C(=O)CS(=O)CC(=O)Nc2ccc(F)cc2)C(C(=O)NC2CCCCC2)c2ccco2)cc1 (stereo unspecified),1,i,i,-1,-5,i,1,-3,i,i,i
CC(C)c1ccccc1NC(=O)C1CN(S(=O)(=O)c2ccccc2)CCN1S(=O)(=O)c1ccccc1 (stereo unspecified),-4,i,i,0,-13,i,-2,-6,i,i,i
Cc1ccc(C)c(N2CCN(C(=O)CCS(=O)(=O)c3ccc4c(c3)CCN4C(=O)C3CC3)CC2)c1,4,i,i,-2,-7,i,-9,-1,i,i,i
CCN(CC)CCN1C(=O)C2C3c4ccccc4C(c4ccccc43)C2C1=O (stereo unspecified),3,i,i,0,-8,i,3,2,i,i,i
O=c1cc(/N=C/c2coc3c(ccc4ccccc43)c2=O)[nH]c(=S)[nH]1,-1,i,i,0,-4,i,2,1,i,i,i
CC(=O)N1CCOc2ccc(S(=O)(=O)Nc3cccc(C)n3)cc21,0,i,i,-2,-4,i,-8,-6,i,i,i
CC(=O)Nc1ccc(SCC(=O)c2cc(C)n(C)c2C)cc1,0,i,i,0,-13,i,2,19,i,i,i
Cc1cccc(NC(=O)Nc2cccc3ccccc23)c1,0,i,i,-5,-9,i,x,6,i,i,i
CCOc1ccc(-c2nnc(-c3ccco3)o2)cc1,-1,i,i,1,1,i,-36,-2,i,i,i
Cc1ccc(-c2csc3nc[nH]c(=O)c23)cc1C,1,i,i,0,0,i,-5,1,i,i,i

# (cont.)
SMILES,GSK3beta inhib,PolyA inh,KCNQ1 inh,GSK3 alpha inh,hERG protect,KCNQ1 act,HDAC3 inh,Dyrk1A ADPGlo,KCNK9 block,KCNK3 block,RGS4 act
C/C(=N\NC(=O)Cc1csc(N2CCOCC2)n1)c1ccccc1,3,i,i,2,-18,i,1,2,i,i,i
O=C(N/N=C/C=C/c1ccc2c(c1)OCO2)C(O)c1ccccc1 (stereo unspecified),0,i,i,-2,-6,i,6,x,i,i,i
CC(C)C(NC(=O)c1ccc2c(c1)OCO2)C(=O)N/N=C/c1cccs1 (stereo unspecified),-2,x,i,1,-5,i,-3,-1,i,i,i
COCCN1CCN(C(=O)C2CCC(=O)N(Cc3ccccc3F)C2)CC1 (stereo unspecified),0,i,i,-1,-8,i,1,x,i,i,i
CC(=O)N1CCC(N(CCN2CCOCC2)C(=O)Nc2ccc(Cl)c(Cl)c2)CC1,1,i,i,0,-10,i,-9,-1,i,i,i
O=C(C[n+]1ccccc1)N/N=C/c1ccc(Cl)c(Cl)c1,1,i,i,-3,5.2*,i,0,10,i,i,i
C=CCN1C(=O)C(O)(CC(=O)c2ccc(N)cc2)c2ccccc21 (stereo unspecified),0,i,i,1,-8,i,5,-7,i,i,i
O=C(O)c1ccc(C2NCC(c3ccccc3Cl)c3c2[nH]c2ccccc32)cc1 (stereo unspecified),0,i,i,-3,-14,i,-4,3,i,i,i
COc1ccccc1NS(=O)(=O)c1ccc(C)c(C(=O)NCC2CCCO2)c1 (stereo unspecified),2,i,i,4,-5,i,9,-3,i,i,i
CCOc1ccccc1NC(=O)N1CCN(S(C)(=O)=O)CC1,-3,i,i,1,-2,i,1,5,i,i,i
O=C(Nc1nc2ccccc2s1)c1ccccc1,0,i,i,1,-2,i,5,24,i,i,i
Cc1cc(NC(=O)CCN2C(=O)/C(=C/c3ccccc3Cl)SC2=S)no1,2,i,i,-1,-4,i,2,3,i,i,i
Cc1ccc(N=CNc2ccc(C)cc2C)c(C)c1,-3,i,i,-1,-14,i,3,x,i,i,i
COc1ccc(N2CCN(C(=O)C(=O)c3c(C)[nH]c4ccccc34)CC2)cc1,1,i,i,0,-12,i,2,5,i,i,i
CC(=O)Nc1ccc(C(=O)NNC(=O)C2C3CCCCC32)cc1 (stereo unspecified),2,i,i,-1,-2,i,-7,11,i,i,i
COc1ccc(C(=O)/C=C/c2ccc(OC)cc2OC)c(O)c1,4,i,i,0,-5,i,9,-6,i,i,i
CCOC(=O)COn1c(=O)c(-c2ccc(Cl)cc2)[n+]([O-])c2ccccc21,3,i,i,-2,-4,i,11,1,i,i,i
COc1ccc(CNC(=O)CN(C(=O)c2snc(C(N)=O)c2N)c2ccccc2F)cc1,x,i,i,5,-13,i,2,1,i,i,i
COC(=O)c1ccc(NC(=O)c2ccc(N(C)S(C)(=O)=O)cc2)cc1,2,i,i,2,-5,i,2,-6,i,i,i
COC(=O)/C=C(\C)N=Nc1c(O)[nH]c2ccccc12,-1,i,i,1,-8,i,x,45,i,i,i
O=[N+]([O-])/C=C1/CCCCCN1,0,i,i,-1,-14,i,8,-8,i,i,i
O=C(Cc1cccc2ccccc12)NNC(=O)c1cccs1,3,i,i,0,-1,i,3,2,i,i,i
Cc1cc(C)c(NS(=O)(=O)c2ccc3c(c2)NC(=O)CC(=O)N3)c(C)c1,-1,i,i,2,-10,i,3,-2,i,i,i
Cc1ccc(C(=O)NNC(=O)c2csc(N3CCOCC3)n2)s1,2,i,i,1,-10,i,5,3,i,i,i
O=C1c2cccc3c(Nc4ccccc4Cl)c([N+](=O)[O-])cc(c23)C(=O)N1CCO,2,i,i,1,-10,i,11,-4,i,i,i

# The list goes on:
SMILES,GSK3beta inhib,PolyA inh,KCNQ1 inh,GSK3 alpha inh,hERG protect,KCNQ1 act,HDAC3 inh,Dyrk1A ADPGlo,KCNK9 block,KCNK3 block,RGS4 act
CCN(CC(=O)Nc1sc2c(c1C#N)CCCC2)CC(=O)NC1CCS(=O)(=O)C1 (stereo unspecified),0,i,i,3,-16,i,x,2,i,i,i
CCN(C(=O)COC(=O)CSc1ccc(C)c(C)c1)C1CCS(=O)(=O)C1 (stereo unspecified),-1,i,i,1,-4,i,-1,-6,i,i,i
CC(C)CC1C(C#N)=C(N)OC2=C1C(=O)CC(c1ccccc1)C2 (stereo unspecified),4,i,i,0,-6,i,6,0,i,i,i
COc1ccc(-n2c(SCC(=O)NNC(=O)c3ccccc3C)nnc2-c2ccncc2)cc1,-1,i,i,-5,-9,i,5,-3,i,i,i
CCCC(C)c1nnc(NC(=O)COc2ccc3c(c2)OCO3)s1 (stereo unspecified),x,i,i,6,-6,i,-5,3,i,i,i
Nc1nc2nc(-c3ccc(F)cc3)cc(C(F)(F)F)n2n1,1,i,i,-2,-5,i,-103,-4,i,i,i
Cc1cc(Nc2ccc(C)c(Br)c2)n2nc(C)nc2n1,3,i,i,x,-9,i,8,10,i,i,i

# An excerpt; count on the stated rates, not on these rows.
